Source: PubChem
T cruzi growth – T. cruzi intracellular proliferation inhibitors, primary screen, cell-based, beta-gal Tulahuen parasites, NIH3T3 host, luminescence | AID 624255, 2012 | inhibition, % at 8.34 µM | hit rate 5.9% among 77,000 | T. cruzi beta-gal in NIH3T3, GalScreen luminescence, 90 h;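 active means mean inhibition above about 93%, with at least 55% of replicates each passing it, limit read from the data, passing the limit was not always enough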
Pf Dd2 growth – P. falciparum Dd2 growth inhibitors, primary screen, SYBR Green fluorescence, single dose replicates; hit rate 2.3% among 94,000; 72 h; active compounds read low; activity change, % at 10 µM; AID 1159554, 2015; in the data active means activity change below about -80%
GASC1 inh – inhibitors of GASC-1 (KDM4C) histone demethylase, primary screen, biochemical, single concentration HTS | Lysine-specific demethylase 4C (Homo sapiens), Q9H3R0 | GST-KDM4C 2-372, H3K9me3 peptide, LANCE TR-FRET | inhibition, % at 12.5 µM | hit rate 0.15% among 96,000 | AID 720574, 2013;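 active means mean replicate inhibition above about 25%, with at least 55% of replicates also reaching it, limit read from the data, passing the limit was not always enough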
Target sequence (Q9H3R0 2-372 limits assumed): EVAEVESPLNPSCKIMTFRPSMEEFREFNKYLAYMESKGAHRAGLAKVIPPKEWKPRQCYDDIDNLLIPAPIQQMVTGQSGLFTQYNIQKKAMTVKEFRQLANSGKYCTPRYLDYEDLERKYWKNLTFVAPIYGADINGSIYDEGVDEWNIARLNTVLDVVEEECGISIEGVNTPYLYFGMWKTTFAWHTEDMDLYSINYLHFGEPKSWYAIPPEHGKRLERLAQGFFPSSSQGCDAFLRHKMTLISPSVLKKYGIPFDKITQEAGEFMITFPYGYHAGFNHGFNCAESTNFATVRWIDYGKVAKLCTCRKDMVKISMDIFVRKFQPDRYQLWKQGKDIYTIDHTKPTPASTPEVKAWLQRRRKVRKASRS
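System: N-terminal GST-fused human GASC-1 (KDM4C) fragment, residues 2-372; amount: enzyme final amount 10 nM; incubation: reaction 30 min RT, detection step 1 h RT; medium: HEPES buffer, pH 7.5, plus ascorbate; technique: LANCE TR-FRET, Eu antibody, ULight-streptavidin, EDTA, ex 340 nm, em 618/671 nm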
C diff growth – C. difficile growth inhibitors, primary screen, HTS | hit rate 0.25% among 86,000 | Clostridium difficile clinical isolate growth, OD600, 24 h; active compounds read low | AID 1259249, 2017 | growth activity, negative = inhibition, % at 16 µg/mL (by protocol);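 active means mean growth activity at or below -80% and every replicate also at or below -80%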;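 further: 0% = DMSO wells and -100% = levofloxacin 16 µg/mL wells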
* hit, by the source's call; / = not tested or not shown.

SMILES	T cruzi growth	Pf Dd2 growth	GASC1 inh	C diff growth
C[C@@H]1CN([C@H](C)CO)C(=O)c2cccc(NS(=O)(=O)c3ccccc3)c2O[C@@H]1CN(C)S(=O)(=O)c1ccccc1	11	-6	0.2	-8
CCS(=O)(=O)N[C@@H]1C=C[C@@H](CC(=O)NCc2ccc(F)cc2)O[C@H]1CO	11	-1	/	/
C[C@@H]1CN([C@@H](C)CO)S(=O)(=O)c2ccc(C#CC3CC3)cc2O[C@H]1CN(C)Cc1cccc(F)c1	/	-48	-2.8	17
C[C@H]1CN([C@@H](C)CO)C(=O)Cc2cc(NC(=O)c3ccncc3)ccc2O[C@@H]1CN(C)C	/	14	-0.8	-1
C[C@H](NC(=O)C[C@H]1CC[C@@H](NC(=O)C2CC2)[C@H](CO)O1)c1ccccc1	/	20	1.5	3
CC(C)[C@@H](C)NC(=O)N(C)C[C@@H]1OCc2ccccc2-c2c(n(C)c3ccccc23)C(=O)N([C@H](C)CO)C[C@@H]1C	-34	6	-1.1	/
CCC(=O)Nc1ccc2c(c1)C(=O)N(C)C[C@@H](OC)[C@H](C)CN(Cc1ccccc1OC)[C@@H](C)CO2	-12	/	2.1	2
C[C@@H]1CN([C@H](C)CO)C(=O)c2cc(N(C)C)ccc2O[C@@H](C)CCCCO[C@H]1CN(C)S(=O)(=O)c1ccc(F)cc1	30	/	-1.9	-2
Cc1noc(C)c1NC(=O)Nc1ccc2c(c1)C(=O)N([C@H](C)CO)C[C@H](C)[C@H](CN(C)S(=O)(=O)c1cccs1)OCCCC[C@@H](C)O2	32	23	0.5	-24
O=C(Cc1ccncc1)Nc1ccc2c(c1)[C@H]1C[C@H](CC(=O)N3CCCCC3)O[C@@H](CO)[C@H]1O2	-21	10	-0.8	1
Cc1noc(C)c1S(=O)(=O)Nc1ccc2c(c1)C(=O)N([C@H](C)CO)C[C@@H](C)[C@@H](CN(C)S(=O)(=O)c1ccc(Cl)cc1)OCCCC[C@H](C)O2	82	-88*	-0.8	9
COCC(=O)N(C)C[C@H]1Oc2cc(C#CCN(C)C)ccc2S(=O)(=O)N([C@H](C)CO)C[C@@H]1C	56	30	2.2	0
OC[C@@H]1[C@@H](c2ccc(C#CC3CC3)cc2)[C@H]2CN(CCC(F)(F)F)CCCCN12	50	-62	/	28
COc1ccc(CN(C)C[C@H]2OCCCC[C@H](C)Oc3ccc(NC(=O)CCC(F)(F)F)cc3C(=O)N([C@@H](C)CO)C[C@H]2C)cc1	-63	-38	-1.1	3
O=C(N[C@H]1CC[C@H](CC(=O)N2CCCCC2)O[C@@H]1CO)c1cccc(F)c1	27	-4	0.4	-2
CCCC(=O)N1CC2(C1)CN(Cc1cccnc1)[C@H](CO)c1[nH]c3cc(OC)ccc3c12	/	-21	-1.1	6
O=C(C[C@H]1CC[C@H]2[C@@H](COC[C@@H](O)CN2C(=O)c2ccccc2F)O1)NCc1ccc(Cl)cc1	51	-1	-0.2	/
CC(C)NC(=O)N(C)C[C@@H]1Oc2ccc(N(C)C)cc2CC(=O)N([C@H](C)CO)C[C@H]1C	15	5	0.3	0
O=C(C[C@@H]1CC[C@@H]2[C@H](COC[C@@H](O)CN2Cc2ccncc2)O1)NCC1CC1	-17	3	5.5	-3
Cc1ccc(-c2ccc3c(c2)O[C@@H](CN(C)C(=O)CN(C)C)[C@H](C)CN([C@@H](C)CO)S3(=O)=O)cc1	39	-55	1.6	-6
COc1ccc(S(=O)(=O)N(C)C[C@H]2Oc3cc(C#CC4CCCC4)ccc3S(=O)(=O)N([C@@H](C)CO)C[C@H]2C)cc1	47	-75	-1.0	4
O=C(C[C@@H]1CC[C@@H]2[C@H](COC[C@H](O)CN2S(=O)(=O)c2ccc(F)cc2)O1)NCCN1CCCCC1	10	1	0.0	/
C[C@H](CO)N1C[C@H](C)[C@@H](CN(C)Cc2ccccc2C(F)(F)F)OCc2cnnn2CCCC1=O	76	-16	-0.7	1
C[C@@H]1CN([C@@H](C)CO)C(=O)c2cccc(NS(C)(=O)=O)c2O[C@@H]1CN(C)C(=O)Nc1ccc(F)cc1	-28	-10	-0.7	-3
COCC(=O)Nc1ccc2c(c1)C(=O)N(C)C[C@H](OC)[C@@H](C)CN(C(=O)Cc1ccccn1)[C@H](C)CO2	-14	16	0.5	/
O=C(Nc1ccccc1F)N1C[C@H]2[C@@H](c3ccccc31)[C@H](CO)N2C(=O)C1CCOCC1	6	-23	-0.8	5
CS(=O)(=O)Nc1ccc2c(c1)[C@@H]1C[C@H](CC(=O)NCc3ccccn3)O[C@@H](CO)[C@@H]1O2	8	19	-0.9	2
COc1ccc(S(=O)(=O)Nc2ccc3c(c2)C(=O)N([C@H](C)CO)C[C@H](C)[C@@H](CN(C)C(=O)NC2CCCCC2)OCCCC[C@@H](C)O3)cc1	15	-37	0.4	11
COc1ccccc1CNC(=O)C[C@H]1CC[C@H]2[C@@H](COC[C@H](O)CN2C(=O)Nc2ccc(Cl)cc2)O1	17	-2	1.4	/
C[C@@H]1CCCCO[C@@H](CN(C)C(=O)CCCN(C)C)[C@H](C)CN([C@H](C)CO)C(=O)c2cc(NC(=O)CCC(F)(F)F)ccc2O1	-3	42	1.9	1

Some of these compounds in order of length of the SMILES, smallest number first:
SMILES	T cruzi growth	Pf Dd2 growth	GASC1 inh	C diff growth
CCCC(=O)N1CC2(C1)CN(Cc1cccnc1)[C@H](CO)c1[nH]c3cc(OC)ccc3c12	/	-21	-1.1	6
C[C@H](CO)N1C[C@H](C)[C@@H](CN(C)Cc2ccccc2C(F)(F)F)OCc2cnnn2CCCC1=O	76	-16	-0.7	1
CS(=O)(=O)Nc1ccc2c(c1)[C@@H]1C[C@H](CC(=O)NCc3ccccn3)O[C@@H](CO)[C@@H]1O2	8	19	-0.9	2
COc1ccccc1CNC(=O)C[C@H]1CC[C@H]2[C@@H](COC[C@H](O)CN2C(=O)Nc2ccc(Cl)cc2)O1	17	-2	1.4	/
O=C(C[C@@H]1CC[C@@H]2[C@H](COC[C@H](O)CN2S(=O)(=O)c2ccc(F)cc2)O1)NCCN1CCCCC1	10	1	0.0	/
C[C@@H]1CN([C@@H](C)CO)C(=O)c2cccc(NS(C)(=O)=O)c2O[C@@H]1CN(C)C(=O)Nc1ccc(F)cc1	-28	-10	-0.7	-3
COc1ccc(S(=O)(=O)N(C)C[C@H]2Oc3cc(C#CC4CCCC4)ccc3S(=O)(=O)N([C@@H](C)CO)C[C@H]2C)cc1	47	-75	-1.0	4
COc1ccc(S(=O)(=O)Nc2ccc3c(c2)C(=O)N([C@H](C)CO)C[C@H](C)[C@@H](CN(C)C(=O)NC2CCCCC2)OCCCC[C@@H](C)O3)cc1	15	-37	0.4	11

(list continues)
SMILES	T cruzi growth	Pf Dd2 growth	GASC1 inh	C diff growth
COc1ccc(S(=O)(=O)N(C)C[C@H]2Oc3c(NS(=O)(=O)c4ccc(F)cc4)cccc3C(=O)N([C@@H](C)CO)C[C@H]2C)cc1	30	-65	1.5	-2
COc1ccc(S(=O)(=O)Nc2ccc3c(c2)C(=O)N([C@@H](C)CO)C[C@H](C)[C@@H](CN(C)Cc2ccncc2)O3)cc1	/	-1	-2.0	-3
C[C@@H]1CN([C@H](C)CO)C(=O)Cc2cc(NC(=O)Nc3ccc(F)cc3)ccc2O[C@H]1CN(C)S(=O)(=O)c1ccccc1	0	-7	-1.2	-2
CN1CCN(C(=O)c2cc3c(c(-c4cccc(Br)c4)n2)[C@H](CCO)N([S@@](=O)C(C)(C)C)C3)CC1	/	12	-1.6	-1
CCC(=O)Nc1ccc2c(c1)OC[C@@H](C)N(CCc1ccccc1)C[C@@H](C)[C@@H](OC)CN(C)C2=O	28	-7	3.0	/
C[C@H]1CN([C@@H](C)CO)C(=O)c2cc(NC(=O)Cc3ccccc3)ccc2O[C@@H]1CN(C)S(=O)(=O)c1ccc(F)cc1	-14	-20	18	-6
C[C@@H]1CN([C@H](C)CO)C(=O)c2cc(NS(=O)(=O)c3ccccc3)ccc2O[C@@H](C)CCCCO[C@@H]1CN(C)S(=O)(=O)c1cccs1	31	-54	-0.4	-3
Cc1noc(C)c1NC(=O)Nc1ccc2c(c1)C(=O)N([C@H](C)CO)C[C@@H](C)[C@@H](CN(C)C(=O)NC1CCCCC1)OCCCC[C@@H](C)O2	/	-29	-0.3	1
CN(C)C(=O)c1cccc(-c2ccc([C@@H]3[C@@H](CO)N4CCCCN(CC5CCOCC5)C[C@H]34)cc2)c1	29	-21	0.7	-11
CCCC#Cc1ccc2c(c1)O[C@@H](CN(C)C(=O)C1CCCCC1)[C@H](C)CN([C@@H](C)CO)S2(=O)=O	68	-41	-0.5	1
COc1cccc(S(=O)(=O)N(C)C[C@@H]2Oc3ncc(C#CC(C)C)cc3C(=O)N([C@H](C)CO)C[C@H]2C)c1	88	-37	-0.6	1
CC(C)c1cn(CC[C@H]2CC[C@@H](NC(=O)C3CCOCC3)[C@@H](CO)O2)nn1	/	40	0.7	-5
COc1ccc2c3c([nH]c2c1)[C@@H](CO)N(Cc1ccncc1)CC31CN(C(=O)Cc2ccncc2)C1	/	-19	-0.1	8
Cc1noc(C)c1NC(=O)N[C@@H]1C=C[C@@H](CC(=O)N2CCCCC2)O[C@H]1CO	4	35	-3.0	5
COc1ccc(S(=O)(=O)N(C)C[C@@H]2Oc3ncc(C#Cc4ccc(F)cc4)cc3C(=O)N([C@H](C)CO)C[C@@H]2C)cc1	10	17	-3.1	4
C[C@@H]1CN([C@@H](C)CO)C(=O)c2cccc(NS(=O)(=O)c3cn(C)cn3)c2O[C@@H]1CN(C)Cc1ccc(Oc2ccccc2)cc1	7	0	-0.3	/
O=C(NC1CCC1)[C@@H]1[C@@H](CO)[C@@H]2Cn3c(ccc(-c4ccccc4)c3=O)[C@H]1N2	32	4	-0.6	1
N#C[C@H]1N[C@@H](CO)[C@@H]1c1ccc(C#Cc2ccccc2F)cc1	99*	-8	-0.6	-13
COc1ccc(S(=O)(=O)N(C)C[C@@H]2OCCCC[C@@H](C)Oc3ccc(NC(=O)c4ccncc4)cc3C(=O)N([C@@H](C)CO)C[C@H]2C)cc1	24	-36	0.3	1
C/C=C/c1ccc([C@H]2[C@@H](CO)N3C(=O)CN(Cc4ccc(C(=O)OC)cc4)C[C@@H]23)cc1	/	-7	0.4	-1
C[C@H](CO)N1C[C@H](C)[C@@H](CN(C)S(=O)(=O)c2ccc(Cl)cc2)Oc2c(NS(=O)(=O)c3cn(C)cn3)cccc2C1=O	50	52	-0.2	-3
C[C@H](O)C#Cc1ccc2c(c1)O[C@@H](CN(C)Cc1cncnc1)[C@H](C)CN([C@H](C)CO)S2(=O)=O	-6	7	0.5	-11
C[C@H]1CN([C@@H](C)CO)C(=O)c2cccc(NC(=O)Nc3cccc4ccccc34)c2O[C@H]1CN(C)CC1CCCCC1	-44	-60	0.8	4
COc1cccc(-c2ccc3c(c2)[C@@H]2[C@@H](CCN2C(=O)Nc2ccccc2OC)[C@@H](CO)N3C)c1	85	-34	7.8	-97*
COc1ccc(S(=O)(=O)Nc2ccc3c(c2)C(=O)N([C@H](C)CO)C[C@@H](C)[C@H](CN(C)C)O3)cc1	51	20	-0.9	2
Cc1noc(C)c1S(=O)(=O)Nc1cccc2c1O[C@H](CN(C)Cc1ccc(-c3ccccc3)cc1)[C@H](C)CN([C@@H](C)CO)C2=O	100*	-14	-1.3	9
C[C@@H]1CN([C@@H](C)CO)S(=O)(=O)c2ccc(-c3cccnc3)cc2O[C@H]1CN(C)Cc1ccncc1	92	-33	0.5	3
COc1ccccc1-c1cccc(-c2nc(C(=O)N3CCN(C)CC3)cc3c2[C@@H](CCO)N([S@](=O)C(C)(C)C)C3)c1	1	-14	1.7	/
Cc1ccc(S(=O)(=O)N(C)C[C@@H]2Oc3c(NC(=O)Nc4ccc(C(F)(F)F)cc4)cccc3C(=O)N([C@@H](C)CO)C[C@@H]2C)cc1	13	-44	1.1	13
C[C@@H]1CN([C@@H](C)CO)C(=O)c2cc(-c3cccnc3)cnc2O[C@@H]1CN(C)C(=O)c1ccccc1F	-27	42	-0.5	-1
C[C@@H]1CN([C@@H](C)CO)C(=O)c2cc(NC(=O)C3CCCCC3)ccc2O[C@@H]1CN(C)S(=O)(=O)c1ccc(F)cc1	49	5	-1.1	-5
C[C@H](CO)N1C[C@H](C)[C@@H](CN(C)Cc2cccnc2)Oc2ncc(-c3cccc(F)c3)cc2C1=O	-91	-8	0.8	-6
C[C@H]1CN([C@@H](C)CO)C(=O)c2cccc(NS(=O)(=O)c3cn(C)cn3)c2O[C@@H]1CN(C)Cc1ccc(Oc2ccccc2)cc1	25	5	0.9	/
C[C@H](CO)N1C[C@H](C)[C@@H](CN(C)Cc2ccc(C(F)(F)F)cc2)Oc2ccc(N(C)C)cc2C1=O	69	-8	6.6	1
CC(=O)N(C)C[C@H]1Oc2ncc(C#CCC3CCCC3)cc2C(=O)N([C@H](C)CO)C[C@@H]1C	19	-5	-1.7	3
CCNC(=O)[C@H]1[C@H](CO)[C@H]2Cn3c(ccc(-c4ccncc4)c3=O)[C@H]2N1Cc1ccc2c(c1)OCO2	-16	10	1.2	5
